High-throughput results deposited in PubChem by National Center for Advancing Translational Sciences (NCATS).
HP1b chromo inh = HTS for Inhibitors of HP1-beta Chromodomain Interactions with Methylated Histone Tails. AlphaScreen HP1-beta / biotin-H3K9me3 peptide binding. Potency, µM (top dose mostly 114 µM), for the others: top-dose activity change, negative = inhibition, hits mostly inhibitors. actives 0.56% (n = 390,000); note: potency is the fitted concentration of half-maximal effect; nearly all actives have a fitted effect of over 70% in size; inactives centre near 23
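AlphaScreen: HP1-beta (50 nM) preformed 30 min with biotin-H3(1-18)K9me3 peptide (50 nM) in PBS pH 7.4, 0.01% Tween-20. Compound added for 30 min at RT, then streptavidin donor/nickel chelate acceptor beads (10 ug/mL) for 30 min.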
PI4K2A block = qHTS for small molecular inhibitors of PI4K2A. purified PI4K2A, ADP-Glo luminescence, 1 h; hits give low values. activity change, negative = inhibition, % at 76.9 µM. actives 0.13% (n = 420,000); in the data active = activity change below about -50%; inconclusive = mostly about -30% to -49%;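 note: -100% = wells without enzyme as full effect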
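ADP-Glo luminescence measured ADP generated by PI4K2A enzyme (4 ug/mL before mixing) with 1.2 mM PI substrate (pre-mix) and 300 microM ATP (pre-mix). Tris pH7.5 buffer with MgCl2, Triton X-100; 1 h reaction at ambient temperature.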
Pin1 inh = qHTS Assay to Find Inhibitors of Pin1; Peptidyl-prolyl cis-trans isomerase NIMA-interacting 1 (Homo sapiens), Q13526; Pin1 FP peptide displacement, HiFluor488, 10 min; Potency, µM (highest dose often 115 µM), without a hit: at the top dose activity, negative = inhibition, usual class: inhibitors; actives 0.009% (n = 390,000); active = well fitted inhibition curve with a large enough effect in the polarisation, with a control signal flat, not every such curve was filed as active; inconclusive = small, poorly fitted or top-dose-only effect, or effect the other way, or a change in a side signal; inactive = no such curve, though single readings can be large or run the other way; the % refers to the polarisation; note: potency is the fitted concentration of half-maximal effect; % is set by controls: 0 for no effect and ±100 for the full control effect
Target sequence (Q13526 whole entry, looked up): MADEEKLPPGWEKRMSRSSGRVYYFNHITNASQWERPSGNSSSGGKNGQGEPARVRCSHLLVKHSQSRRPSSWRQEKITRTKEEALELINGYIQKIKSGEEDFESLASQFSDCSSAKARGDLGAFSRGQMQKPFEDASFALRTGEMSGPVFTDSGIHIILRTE
USP1-UAF1 inh = Inhibitors of USP1/UAF1: Primary Screen. Ubiquitin carboxyl-terminal hydrolase 1 (Homo sapiens), O94782. recombinant USP1/UAF1, Ub-Rhodamine cleavage fluorescence. Potency, µM (highest dose often 57.1 µM), without a hit: at the highest dose activity change, negative = inhibition, actives largely listed as inhibitors. actives 0.23% (n = 390,000). AID 743255, 2014; note: potency is the fitted concentration of half-maximal effect; % is set by controls: 0 for no effect and ±100 for the full control effect; nearly all actives have a fitted effect of over 60% in size; inactives centre near -12
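Step one: compound is pinned into 1nM USP1/UAF1 in HEPES pH 7.8 buffer with TCEP. Step two: 15 min room-temperature incubation. Step three: Ub-Rho (150nM final) starts cleavage, tracked by fluorescence over six one-minute reads.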
rTrxR1 inhibitor = qHTS Assay for Inhibitors of Mammalian Selenoprotein Thioredoxin Reductase 1 (TrxR1): qHTS. Thioredoxin reductase 1, cytoplasmic (Rattus norvegicus), O89049. recombinant rTrxR1, NADPH fluorescence consumption, selenite substrate. Potency, µM (doses to about 114 µM), inactives show top-dose activity change, negative = inhibition, actives largely listed as inhibitors. actives 1% (n = 390,000); note: potency is the fitted concentration of half-maximal effect; % is set by controls: 0 for no effect and ±100 for the full control effect; nearly all actives have a fitted effect of over 65% in size
Target sequence (O89049 whole entry, looked up): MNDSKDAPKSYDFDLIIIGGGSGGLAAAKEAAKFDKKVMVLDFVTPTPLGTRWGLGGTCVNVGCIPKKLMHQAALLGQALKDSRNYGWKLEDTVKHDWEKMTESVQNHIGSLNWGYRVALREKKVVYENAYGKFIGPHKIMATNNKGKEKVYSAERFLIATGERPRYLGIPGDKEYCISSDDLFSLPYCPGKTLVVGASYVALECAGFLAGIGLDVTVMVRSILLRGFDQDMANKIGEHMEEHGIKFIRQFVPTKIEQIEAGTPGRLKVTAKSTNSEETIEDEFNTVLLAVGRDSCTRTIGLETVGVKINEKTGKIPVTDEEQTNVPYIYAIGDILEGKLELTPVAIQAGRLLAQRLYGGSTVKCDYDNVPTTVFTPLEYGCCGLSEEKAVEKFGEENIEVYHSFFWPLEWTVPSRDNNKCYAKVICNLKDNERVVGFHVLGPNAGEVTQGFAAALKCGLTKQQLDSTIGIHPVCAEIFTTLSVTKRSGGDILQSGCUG
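Rat TrxR1 (90 nM in the dispensed reagent) was pre-reduced with 400 uM NADPH for 5 min at room temperature, then incubated with compound for 15 min. After 400 uM selenite was added, NADPH fluorescence (Ex 340/Em 450 nm) was followed for 8 min.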
GLS inh = qHTS for Inhibitors of Glutaminase (GLS) | Glutaminase kidney isoform, mitochondrial (Homo sapiens), O94925 | GLS enzymatic activity, qHTS titration | Potency, µM (top dose mostly 45.5 µM), for inactives: at the highest dose activity change, negative = inhibition, hits mostly inhibitors | actives 0.21% (n = 410,000) | AID 624170, 2012; note: potency is the fitted concentration of half-maximal effect; % is set by controls: 0 for no effect and ±100 for the full control effect
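Enzyme dispensed in phosphate buffer (45 mM, pH 8.2, 0.02% Tween-20), compounds pinned in, then 1 mM L-glutamine solution and the glutamate oxidase–HRP–Amplex Red mix added; fluorescence read immediately and again after 30 min at room temperature.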
PGK inhibitor = qHTS Assay to Find Inhibitors of Phosphoglycerate Kinase | PGK/GAPDH coupled, Kinase-Glo luminescence, 60 min | Potency, µM (titrated, usually from 57.5 µM), without a hit: at the highest dose activity change, negative = inhibition, hits mostly inhibitors | actives 0.043% (n = 380,000) | AID 602233, 2012; note: potency is the fitted concentration of half-maximal effect; % is set by controls: 0 for no effect and ±100 for the full control effect; nearly all actives have a fitted effect of over 60% in size
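Recombinant glycosomal PGK reaction used 1,3-bisphosphoglycerate generated in-well by GAPDH (100nM final) in 100mM TEA pH 7.6, 5mM MgCl2, 0.01% Tween-20. After 60 minutes at room temperature, ATP was read by Kinase-Glo Plus luminescence end-point.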
mIDH1 inhibitor = qHTS for Inhibitors of mutant isocitrate dehydrogenase 1 (IDH1): qHTS | Isocitrate dehydrogenase [NADP] cytoplasmic (Homo sapiens), O75874 | AID 602179, 2012 | Potency, µM (doses to about 76.6 µM), without a hit: at the top dose activity change, negative = inhibition, actives largely listed as inhibitors | IDH1-R132H enzyme, NADPH consumption, diaphorase/resazurin fluorescence | actives 0.093% (n = 390,000); note: potency is the fitted concentration of half-maximal effect; % is set by controls: 0 for no effect and ±100 for the full control effect; nearly all actives have a fitted effect of over 65% in size
Target sequence (O75874 whole entry R132H, stated change not applied): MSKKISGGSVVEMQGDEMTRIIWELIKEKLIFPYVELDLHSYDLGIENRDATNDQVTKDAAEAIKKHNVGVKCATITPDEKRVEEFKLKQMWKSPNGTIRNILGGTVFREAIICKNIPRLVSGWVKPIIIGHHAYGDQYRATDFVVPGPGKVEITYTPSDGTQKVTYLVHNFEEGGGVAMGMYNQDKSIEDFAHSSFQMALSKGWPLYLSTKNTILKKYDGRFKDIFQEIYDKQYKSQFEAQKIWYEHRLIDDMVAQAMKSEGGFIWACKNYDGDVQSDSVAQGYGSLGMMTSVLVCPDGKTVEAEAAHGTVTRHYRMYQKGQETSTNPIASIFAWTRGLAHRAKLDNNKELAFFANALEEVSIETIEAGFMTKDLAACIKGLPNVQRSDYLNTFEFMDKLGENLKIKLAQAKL
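IDH1-R132H (0.5 ug/mL dispensed) in pH 7.5 Tris buffer was preincubated 30 min with compound, then given a substrate mix of 0.016 mM NADPH and 2 mM alpha-KG for 80 min at room temperature; remaining NADPH was read by diaphorase/resazurin fluorescence.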
TrxR1 substrate = qHTS Assay for Substrates of Mammalian Selenoprotein Thioredoxin Reductase 1 (TrxR1): qHTS | Thioredoxin reductase 1, cytoplasmic (Rattus norvegicus), O89049 | purified TrxR1 substrate turnover, NADPH consumption readout | Potency, µM (series often up to 114 µM), for the others: at the top dose activity change, negative = substrate turnover | actives 0.01% (n = 390,000); note: potency is the fitted concentration of half-maximal effect; % is set by controls: 0 for no effect and ±100 for the full control effect; nearly all actives have a fitted effect of over 50% in size
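Rat TrxR1, dispensed at 90 nM, was prereduced with 400 uM NADPH (final) for 5 min at ~22 deg C, then incubated with compound 15 min before 400 uM selenite. A first-read NADPH fluorescence drop versus no-compound background flagged substrates.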
Active calls of the source: *; i = inactive; ? = inconclusive; / = not tested or not shown; [ ] = remark or other dose. Unless noted, calls come from the whole dose curve; as a rule, active = well fitted curve in the direction sought with a large enough effect; inconclusive = small, poorly fitted or top-dose-only effect, or another doubt; inactive = no such curve, though single readings can be large; an effect the other way counts as inactive or inconclusive.

HP1b chromo inh	PI4K2A block	Pin1 inh	USP1-UAF1 inh	rTrxR1 inhibitor	GLS inh	PGK inhibitor	mIDH1 inhibitor	TrxR1 substrate	SMILES
34.6%	0.1	3.1%	-21.6%	8.7%	-3.5%	-1.0%	9.1%	-4.8%	O=C1CN(C(=O)COc2ccc(Cl)c(Cl)c2)c2ccccc2N1
31.5%	4.3	-11.3%	0.6%	21.4%[57.1 µM]	1.6%	-0.3%	5.9%	26.3%[57.1 µM]	O=c1c2c3nc4ccccc4nc3n(CC3CCCO3)c2ncn1CCc1ccccc1 (centres undefined)
25.5%	-2.0	5.8%	4.2%	8.7%	6.5%	6.4%	-0.3%	0.0%	O=C(NC1(C(F)(F)F)NC(=O)N(Cc2ccccc2)C1=O)c1cccnc1 (centres undefined)
4.9%	2.9	-0.1%	?	18.4%[57.1 µM]	4.5%	-7.0%	-17.9%	3.8%[57.1 µM]	COc1cc(C(=O)N2CCN(c3ccc(Nc4ccccc4)nn3)CC2)cc(OC)c1OC
21.6%	1.1	2.8%	-5.6%	2.2%	3.2%	-7.9%	1.9%	-0.3%	CC(C)NC(=O)c1[nH]nc2c1CCc1ccccc1-2
6.5%	-0.5	-1.8%	-16.4%	23.4%	14.5%	-7.3%[11.5 µM]	4.6%	4.6%	CC(=O)Nc1ccc(OC(=O)c2ccco2)cc1
-18.4%	1.2	3.4%	-1.6%	12.7%	1.1%	i	-5.6%	1.7%	COc1ccc(CN(C)C(=O)Cc2ccsc2)c(OC)c1OC
26.5%	6.0	1.3%	-27.7%	13.4%	-4.0%	-1.9%	-0.4%	3.7%	CCN1CCN(C(=O)c2nn(C)c3c2CS(=O)(=O)c2ccccc2-3)CC1
86.5%[activator]	2.6	0.3%	-6.7%	2.4%	-0.4%	0.5%	0.7%	-2.9%	CCOc1ncccc1C(=O)OCc1ccc(C(=O)OC)cc1
59.6%[activator]	-1.1	0.4%	-13.4%	15.9%	0.0%	i	3.9%	-4.4%	Fc1cccc(CN2CCN(Cc3nc(CCc4ccccc4)no3)CC2)c1

Whole records, quoted from the list:
Profile of COc1ccc(CN(C)C(=O)Cc2ccsc2)c(OC)c1OC = HP1b chromo inh = -18.4%; PI4K2A block = 1.2; Pin1 inh = 3.4%; USP1-UAF1 inh = -1.6%; rTrxR1 inhibitor = 12.7%; GLS inh = 1.1%; PGK inhibitor = i; mIDH1 inhibitor = -5.6%; TrxR1 substrate = 1.7%
Profile of CCN1CCN(C(=O)c2nn(C)c3c2CS(=O)(=O)c2ccccc2-3)CC1 = HP1b chromo inh = 26.5%; PI4K2A block = 6.0; Pin1 inh = 1.3%; USP1-UAF1 inh = -27.7%; rTrxR1 inhibitor = 13.4%; GLS inh = -4.0%; PGK inhibitor = -1.9%; mIDH1 inhibitor = -0.4%; TrxR1 substrate = 3.7%

Further records:
HP1b chromo inh	PI4K2A block	Pin1 inh	USP1-UAF1 inh	rTrxR1 inhibitor	GLS inh	PGK inhibitor	mIDH1 inhibitor	TrxR1 substrate	SMILES
4.3%	-16.6	0.3%	-6.5%	-6.7%	-11.8%	-1.1%	0.3%	-8.4%	Cc1csc(NC(=O)c2nc3nc(C)cc(C)n3n2)n1
14.8%	1.7	-4.9%	-9.0%	67.1%[activator]	3.6%	2.2%	-7.2%	31.9%	Cc1ccc(CNC(=O)C2CCN(S(=O)(=O)c3ccc(F)cc3)CC2)cc1
13.6%	2.7	?	-22.4%	3.0%	65.9%[activator]	-1.2%	5.0%	2.5%	CCCOc1ccc(N/C=C/C(=O)c2ccc(OC)c(OC)c2)cc1
2.6%	1.8	14.5%	3.6%	-5.2%	3.8%	4.7%	5.5%	-7.8%	O=C(Nc1ccc(C(=O)N2CCCCC2)cc1)c1ccc([N+](=O)[O-])cc1
33.6%[activator]	3.0	0.6%	-4.1%	-18.0%	-6.4%	2.4%	8.1%	3.2%	CCCc1c(C)c2c(C)[nH]nc2oc1=O
21.7%	0.8	4.8%	-1.4%	-10.0%	17.9%	-0.7%	3.7%	-14.8%	COc1cccc(/C=N/NC(=O)c2nc(-c3ccccc3)cc(-c3ccccc3)n2)c1O
16.5%	2.8	0.3%	-17.5%	16.7%	-4.6%	/	14.1%	2.6%	Cc1ccccc1CC1(CO)CCCN(Cc2ccc3c(c2)OCCO3)C1 (centres undefined)
17.3%	-0.3	-0.1%	-20.2%	-4.3%	3.8%	1.2%	24.3%	-11.8%	CC(C)(C)C(=O)Cn1c(=O)n(-c2ccccc2)c(=O)c2c3c(sc21)CCC3
4.7%	-17.3	-4.7%	-5.3%	-4.8%	-4.4%	-23.8%	1.6%	-7.9%	COC(=O)c1ccc(NC(=O)CCn2cccc2)cc1
18.4%	-6.8	-2.4%	3.9%	-13.8%	2.0%	4.9%	-6.9%	-7.2%	CCNc1nc(NCC)nc(OCCOC(C)=O)n1
-6.2%	-3.3	-1.9%	-15.0%	12.8%	-7.7%	-7.6%	9.1%	-3.8%	COc1ccc(NC(=O)c2cccc(N3C(=O)c4ccc(C(=O)Nc5ccc(OC)c(O)c5)cc4C3=O)c2)cc1O
39.9%[activator]	-0.1	-0.2%	-16.7%	-11.0%[57.1 µM]	-0.2%	-5.5%	0.0%	14.6%[57.1 µM]	COc1ccc(OC)c(S(=O)(=O)NCCc2cn3ccsc3n2)c1
12.5%	6.3	-3.4%	-17.4%	31.6µM*	7.3%	-0.8%	0.4%	2.2%	Cc1sc2nc(CN3CCCCC3)nc(Cl)c2c1C
8.3%	0.9	-3.0%	?	8.8%[57.1 µM]	9.1%	8.9%	0.0%	-4.1%[57.1 µM]	O=C(CC1N=C2c3ccccc3N=C(SCc3cccc(F)c3)N2C1=O)NCc1cccs1 (centres undefined)
28.7%	-14.4	-4.3%	-31.0%	10.2%	5.4%	-0.6%	14.6%	11.9%	C#CCOCCOCCOCCNc1nc(N2CCN(C(=O)[C@H](CCCCN)n3cc(CN)nn3)CC2)nc(N2CCN(C(=O)[C@H](CCCCN)n3cc(CN)nn3)CC2)n1
-17.6%	-1.4	2.0%	-15.7%	16.2%	0.9%	-0.6%	-9.1%	2.9%	CCOC(=O)c1sc(NC(=O)CCC(=O)O)nc1C
14.7%	5.0	-0.4%	-6.1%	-18.3%	1.0%	5.5%	-0.3%	-7.2%	Cc1ccc(C)c(NC(=S)NNC(=O)c2csc(C)c2)c1
31.8%[57 µM]	-1.9	-3.9%	-29.4%	0.4%[57.1 µM]	-9.7%	-2.2%	26.3%	-4.2%[57.1 µM]	Cc1ccc(S(=O)(=O)NCCc2csc(-c3cccc(F)c3)n2)cc1
16.2%	-4.3	-13.9%	-11.1%	-15.5%	-2.7%	-6.3%	3.2%	-6.6%	COC(=O)C1CN(S(=O)(=O)c2ccc(NC(C)=O)cc2)CCS1 (centres undefined)
20.0%	0.3	-4.9%	-20.2%	-3.8%	5.7%	3.0%	5.9%	-4.0%	CCc1ccc(Nc2nnc(SCC(=O)N(C)CC(=O)Nc3ccccc3CC)s2)cc1
29.5%	-6.8	9.1%	-20.8%	22.0%[57.1 µM]	-3.8%	3.4%	4.3%	4.7%[57.1 µM]	Cc1nn(CC#N)c(=O)n1N(C)c1ncc(C(F)(F)F)cc1Cl
-56.7%	8.1	?	-15.1%	-28.8%	9.7%	-8.7%	3.8%	5.6%	CCOc1cc(CNc2ncc(-c3ccc(OC)cc3)n2C)ccc1O
35.6%[activator]	-2.8	0.8%	-5.7%	-0.3%	-6.0%	7.8%	-1.0%	-4.1%	Cc1cc(-c2c(C)n([O-])c(C)c(C)[n+]2=O)ccc1F
7.4%	0.0	0.4%	19.6%	18.3%	8.7%	-4.6%	11.7%	5.0%	CCOC(=O)c1cccc(NC(=O)CCCn2nc(C)c3c(C)n(-c4ccccc4)nc3c2=O)c1
1.7%	7.9	-9.0%	-4.9%	-15.5%	4.9%	-9.8%	4.7%	-16.5%	COc1cc(NC(=O)c2cccs2)ccc1NC(=O)Cc1ccccc1
53.5%[activator]	3.2	-12.3%	-19.2%	41.2%[activator]	-7.4%	-4.6%	12.5%	178.3%[activator]	COc1ccccc1C1C2=C(CC(C)(C)CC2=O)N(CC(=O)O)C2=C1C(=O)CC(C)(C)C2
23.1%	1.7	?	-3.5%	4.6%	3.9%	3.4%	-2.5%	4.8%[57.1 µM]	O=C(NCCOC(=O)C1COc2ccccc2O1)c1cccnc1 (centres undefined)
9.0%	-0.7	-2.0%	-13.2%	12.6%	-15.3%	-8.7%	2.5%	-0.3%	Cc1nnc(NCCc2ccccc2)[nH]c1=O
6.9%	4.8	-1.7%	-1.9%	2.9%	20.2%	-4.1%	3.2%	-1.2%	COc1ccc(N2CCN(CC(=O)Nc3nnc(-c4ccccc4)s3)CC2)cc1

A portion of the library (hit frequency here may not be typical).
